HTR5A inv ctr – counter-screen for OPRM1-OPRD1 inverse agonists: human HTR5A inverse agonism | inhibition, % at 9.3 µM | HTR5A cell line, luminescence | 0.083% of 340,000 active | P47898; in the data active = inhibition mostly above about 23%, no sharp cut-off; inactive = mostly below about 18%;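 note: 0% = cells with DMSO and 100% = no-cell wells with DMSO; some compounds called inactive have numbers as strong as hits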
Target sequence (P47898 whole entry, looked up): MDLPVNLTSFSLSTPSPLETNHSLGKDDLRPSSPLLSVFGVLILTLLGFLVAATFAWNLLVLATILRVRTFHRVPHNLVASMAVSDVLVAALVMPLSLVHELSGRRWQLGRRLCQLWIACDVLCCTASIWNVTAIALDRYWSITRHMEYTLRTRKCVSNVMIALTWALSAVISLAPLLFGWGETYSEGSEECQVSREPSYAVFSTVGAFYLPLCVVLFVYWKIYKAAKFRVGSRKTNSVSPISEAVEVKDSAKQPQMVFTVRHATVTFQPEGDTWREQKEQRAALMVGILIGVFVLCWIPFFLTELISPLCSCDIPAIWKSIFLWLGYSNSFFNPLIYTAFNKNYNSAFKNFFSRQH
DAGLB inh – diacylglycerol lipase beta (human) inhibition. HEK293T DAGLB membrane lysate, EnzChek fluorogenic substrate. inhibition, % at 5.17 µM. 0.059% of 340,000 active; in the data active = inhibition above about 34%;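 note: 0% = enzyme with vehicle and 100% = wells lacking enzyme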
HTR5A ag ctr – counter-screen for OPRM1-OPRD1 agonists: human HTR5A agonism; P47898; HTR5A agonist assay, luminescence, cell-based; activation, % at 9.3 µM; 0.61% of 340,000 active; AID 504692; in the data active = activation mostly above about 9.5%, no sharp cut-off; inactive = mostly below about 7.6%;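 note: 0% = cells with vehicle only and 100% = reference agonist; strong numbers were not always called active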
CDK5 inh – blocks human CDK5/p35 kinase activity | Recombinant CDK5/p35, ADP-Glo luminescence, 60 min | inhibition, % at 10 µM | 0.01% of 330,000 active | AID 488839;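 active = highest replicate inhibition of at least 50% and at least 75% of replicates reaching 50%; inconclusive = only one of the two criteria met; inactive = both criteria failed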;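 note: plate controls were DMSO neutral control for no effect and GW8510 at 10 µM for full effect; many of its hits are not listed in these tables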
phage Ecoli inh – E. coli growth loss with phage present | inhibition, % at 11.9 µM | 0.26% of 360,000 active | growth absorbance; in the data active = inhibition above about 11%
Ecoli viability – bacterial growth inhibition, counter-screen for AddAB inhibitors. inhibition, % at 11.9 µM. E. coli V3065 growth, OD600 absorbance, 18 h. AID 449728. 0.27% of 330,000 active;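 active = inhibition above the campaign's mean inhibition across all tested compounds plus 3 SD, cut at about 9.9% in these data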;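 note: uninfected addAB+ strain grown without phage in ampicillin broth; 0% = DMSO wells and 100% = ciprofloxacin 0.95 µg/ml wells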
SUMO Mot1 rescue – blocks SUMOylation pathway, rescuing yeast Mot1-301 growth. S. cerevisiae Mot1-301 growth rescue, ATP luminescence, 38.5C; percent above DMSO median, 100 means doubled. growth rescue, % at 18.8 µM. 1% of 320,000 active. AID 2716;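 active = every valid replicate shows activation above 250% relative to neutral control wells; inactive = the rest, any valid replicate at or below 250%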;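 note: OY570 slx delta 5 strain wells were the positive control but not used for scaling; some compounds called inactive have numbers as strong as hits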
Tat transport – blocks Tat-dependent protein export in E. coli. E. coli MC4100 TorA-mCherry Tat export, fluorescence. inhibition, % at 10 µM. 0.036% of 340,000 active;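 active = mean replicate inhibition at least 50% and at least half of replicates individually reaching 50%; inconclusive = only one of the two criteria met; inactive = neither criterion met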;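 note: exported cargo escapes ClpAP degradation while cytoplasmic cargo is degraded and loses fluorescence; 0% = median of neutral control wells and 100% = median of NaSCN control wells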
PKA-R1A act – PKA-R1A complex activation. P00514+P68181. PKA-R1A dissociation, Cy5-IP20 fluorescence polarization; scaled: DMSO 0%, 113 µM cGMP 100%. activation, % at 11.4 µM. 0.083% of 340,000 active;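 active = percent activation above the mean of all tested compounds plus 3 SD, cut at about 19% in these data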;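 note: higher means more PKAc released from R1A so a rise in polarization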
AddAB inh – less growth of phage-infected E. coli with AddAB | E. coli expressing H. pylori AddAB, absorbance growth | inhibition, % at 11.9 µM | 0.29% of 330,000 active; in the data active = inhibition above about 12%;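 note: 0% = vehicle wells of infected cells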
PKA-R2B activ – activators of human PKA-R2B complex; activation, % at 11.4 µM; P22694+P31323; PKA-R2B holoenzyme dissociation, Cy5-IP20 fluorescence polarization; R2B truncated from residue 108, S112A mutant; 0% DMSO only, 100% 113 µM cGMP; 0.079% of 340,000 active;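 active = activation above a cutoff set at the mean over all compounds plus 3 SD, cut at about 18% in these data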;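 note: higher means more holoenzyme dissociation and a rise in polarization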
Target sequence (P31323 whole entry, looked up, other chains not shown, the tested form may be a part): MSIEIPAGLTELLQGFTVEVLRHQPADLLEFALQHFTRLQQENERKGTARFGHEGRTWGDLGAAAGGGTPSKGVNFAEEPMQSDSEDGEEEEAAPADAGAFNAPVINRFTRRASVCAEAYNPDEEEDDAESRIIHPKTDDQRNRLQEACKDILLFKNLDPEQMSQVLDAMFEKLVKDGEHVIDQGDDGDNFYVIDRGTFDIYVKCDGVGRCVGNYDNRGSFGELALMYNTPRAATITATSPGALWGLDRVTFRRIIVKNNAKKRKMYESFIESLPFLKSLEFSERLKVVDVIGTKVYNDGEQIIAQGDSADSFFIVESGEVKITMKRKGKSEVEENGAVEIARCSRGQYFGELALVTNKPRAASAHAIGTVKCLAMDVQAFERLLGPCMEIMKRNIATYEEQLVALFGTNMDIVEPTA
Active calls of the source: *; ? = inconclusive; nt = no result given.

Compound,HTR5A inv ctr,DAGLB inh,HTR5A ag ctr,CDK5 inh,phage Ecoli inh,Ecoli viability,SUMO Mot1 rescue,Tat transport,PKA-R1A act,AddAB inh,PKA-R2B activ
Cc1ccccc1OCc1nnc(SCC(=O)Nc2ccc3c(c2)oc2ccccc23)n1C,13.8,-4.2,0.5,-0.5,1.3,-1.8,-11.3,-4.7,4.4,-0.1,-6.7
C[C@H](CO)N1C[C@H](C)[C@@H](CN(C)Cc2ccc(-c3ccccc3)cc2)Oc2c(NS(=O)(=O)c3ccccc3)cccc2C1=O,-42.8,-4.8,5.4,-5.0,2.5,-0.3,-4.1,5.1,4.9,-0.1,-5.4
CCOC(=O)c1sc(NC(=O)Nc2ccccc2)cc1C,2.7,-6.0,-3.5,1.8,10.6,6.2,-9.1,-10.6,-19.8,9.2,-1.8
CCOC(=O)C1=C(C)NC(=O)NC1c1ccc(-c2ccc(Cl)cc2)o1 (stereo unspecified),-1.5,0.7,0.6,0.1,2.5,-1.8,-9.0,6.8,3.0,3.4,-16.0
CCn1c2ccccc2c2cc(NC(=O)c3cccc([N+](=O)[O-])c3)ccc21,-8.0,2.7,2.9,0.7,2.9,3.5,9.4,-4.3,0.5,-2.0,-5.3
Cn1c(=O)c(=O)n(C)c2cc(S(=O)(=O)N3CCCC3C(=O)Nc3ccccc3F)ccc21 (stereo unspecified),-19.9,-0.3,7.2,-0.2,3.6,-1.8,-15.4,-1.3,1.2,3.9,-1.9
CSc1ccc(CN2CCN(CCC(C)C)C(CCO)C2)cc1 (stereo unspecified),7.5,-0.2,11.9,-1.7,3.9,2.1,18.8,-6.9,-3.9,4.2,3.0
Cc1cc(C)c(CN2CCC(n3nccc3NC(=O)C3CCOC3)CC2)cc1C (stereo unspecified),9.2,-2.6,-4.3,1.0,-0.3,-0.6,-0.3,-0.2,5.2,0.8,-9.9
CCOc1ccc(-c2noc(CCC(=O)NCCc3ccccc3)n2)cc1OC,-18.2,-1.1,4.8,0.3,0.5,0.3,13.2,3.9,-1.7,3.0,-2.7
COc1ccc2nc(NC(=O)CCN3C(=S)NC(C)(C)CC3C)sc2c1 (stereo unspecified),-15.6,9.1,-3.1,-1.3,0.0,-0.8,150.1,-11.4,-0.1,0.1,-4.7
CCC(=O)Nc1nc(-c2ccc3c(c2)CC(C)N3S(C)(=O)=O)cs1 (stereo unspecified),-2.0,-0.2,1.6,-0.7,6.5,1.4,-9.4,-1.0,-8.9,4.2,-8.6
c1cc(CNc2ccc(N3CCOCC3)cc2)ccn1,-4.8,1.4,1.9,-0.1,3.2,-1.8,-3.8,-4.8,-3.2,1.9,4.1
COc1ccccc1CC(=O)Nc1cccc2ccccc12,-2.6,-0.1,-0.8,0.5,-1.5,-0.5,5.1,4.5,-0.8,0.3,-0.5
Cc1cc(C)c(C#N)c(N)n1,-37.2,1.1,-2.3,-0.1,3.6,3.0,6.2,1.2,1.4,6.1,0.5
CCc1ccc(OCC(=O)Oc2ccc([N+](=O)[O-])cc2)cc1,5.7,-0.3,-1.7,0.4,3.3,-1.2,3.1,-3.4,-7.3,4.6,-6.9
COc1ccc(CNC(=O)C(=O)NC2CC(C)(C)NC(C)(C)C2)cc1,22.7,0.6,-0.9,-1.5,4.9,0.6,nt,-4.2,-5.2,3.6,2.8
CN1CCN(c2nc(C(N)=O)cc(-c3ccccc3)n2)CC1,17.4,-1.0,2.5,0.3,-1.9,0.1,-20.7,-2.8,-3.0,0.2,-6.7
COc1cc(/C=C(\NC(=O)c2ccccc2)C(=O)Nc2cccc(O)c2)c([N+](=O)[O-])cc1OC,-12.2,-1.1,3.4,0.4,3.3,-2.4,1.8,-0.4,-0.2,-2.9,5.1
COc1ccc(C(=O)NCCS(=O)(=O)N(C)C2CCCCC2)cc1,6.0,-1.5,-2.4,-6.9,0.1,1.0,-6.7,3.7,3.0,3.4,-3.5
CCOC(=O)C1=NOC(COc2ccccc2C=O)C1 (stereo unspecified),3.3,-0.2,-1.3,-0.7,4.8,-0.6,5.3,0.9,-1.6,0.1,3.5
Cc1cccc(-n2c(=O)c3c(C)c(C)sc3n(CC(N)=O)c2=O)c1,-1.3,-1.7,0.4,-1.9,-0.6,0.9,-7.9,5.8,-0.9,1.7,0.4
Cc1sc(N/N=C/c2ccco2)nc1-c1ccccc1,0.7,-9.0,-0.3,0.5,3.1,0.3,14.5,0.8,-7.1,-2.8,10.1
CCCN(CCC)c1ccc(/C=C/c2ccc3cc(OCC)ccc3n2)cc1,-12.7,-2.2,3.4,-0.5,4.4,-1.3,-2.6,-23.1,-5.2,-1.4,10.4
Cc1ccc(C)c2c(N)c3c(nc12)CCCCC3 (tested in a mixture with another compound),13.3,1.4,2.6,-0.1,1.4,0.2,2.9,9.2,-5.0,-0.4,0.4
O=C(O)CNC(=O)c1ccc(NC(=O)/C(=C/c2ccccc2)NC(=O)c2ccccc2)cc1,8.8,-1.3,-2.4,0.4,0.6,-4.1,47.5,0.2,-13.1,-2.0,-9.6
COC(=O)[C@]1(C)N[C@H](CN(C)C(=O)C2CCCCC2)[C@@H]2C(=O)N(C)C(=O)[C@@H]21,-5.9,-5.2,1.6,1.0,2.1,-1.2,nt,-8.7,2.3,4.4,-5.5
CCN1C(=O)[C@H]2[C@H]3CN=C(SCc4ccc(C)cc4)N3[C@@](Cc3ccccc3)(C(=O)OC)[C@H]2C1=O,6.3,-2.4,-1.8,8.6,-0.2,-2.3,nt,-2.8,-4.8,0.7,-3.5
Cc1ccc(-c2nnc(NC(=O)c3c(F)cccc3Cl)s2)cc1,5.1,1.0,-2.4,6.0,-0.5,1.6,5.2,0.4,-12.7,0.5,-1.4
O=C(NCC1CCC(C(=O)O)CC1)c1cccnc1 (stereo unspecified),-1.1,-3.4,1.0,1.0,0.7,-1.4,-4.1,-12.7,-2.6,2.5,-5.5
O=C(NNC(=O)c1ccccc1Br)c1cccc(Cl)c1,-2.5,0.6,-0.9,-0.4,3.4,3.0,-7.7,-3.1,-2.1,4.2,-8.2
CCOC(=O)c1cccc(S(=O)(=O)N(CCO)Cc2cc3cc(OC)c(OC)cc3[nH]c2=O)c1,-2.6,1.7,-2.0,-0.9,4.4,2.8,-14.0,1.6,2.5,2.5,-10.0
COc1cc(/C=N/NC(=O)c2cccnc2)ccc1OC(=O)c1ccc2c(c1)OCO2,2.8,-0.6,-1.1,0.9,2.6,-2.7,9.2,16.4,6.7,1.6,2.5
CCc1ccc2oc(-c3cccc(N)c3)nc2c1,1.5,-0.7,2.5,-0.9,5.2,0.6,-34.1,1.8,-7.5,0.3,-5.9
CCOC(=O)c1c(C)[nH]c(C(=O)N(C)CC(=O)Nc2ccc(OC)cc2)c1C,-8.0,-1.8,3.2,0.2,1.2,-0.5,-17.4,2.2,-3.5,2.7,-5.8
CCOC(=O)/C=c1\s/c(=C(\C#N)C(=O)OCC)n(-c2ccccc2)c1=O,-8.9,-1.2,1.0,-3.3,3.4,-0.1,-15.0,2.4,-1.4,1.9,-4.2
O=C(Cn1nnc(-c2ccc(CN3CCOCC3)cc2)n1)N(c1ccccc1)c1ccccc1,-14.2,-0.7,5.2,1.4,4.1,-0.4,3.1,10.2,-4.5,1.7,2.5
COc1ccc([N+](=O)[O-])cc1NC(=O)Cc1noc2ccccc12,25.1,2.6,2.6,0.6,2.6,1.9,4.9,-10.0,-13.1,-0.2,4.2
CCOc1ccccc1C1C(C(N)=O)=C(C)Nc2nc(-c3ccccc3Cl)nn21 (stereo unspecified),-17.3,-0.6,-5.7,nt,0.8,-1.4,43.6,?,1.1,-1.0,-6.8
Cc1ccnc(NC(=O)Nc2ccc(F)cc2)c1,12.1,-1.6,-4.3,0.6,2.2,0.8,15.3,-4.9,0.3,-0.2,-21.1
COc1ccc(C(=O)Nc2ccc(-c3ccc(NC(=O)c4ccc(OC)cc4)c(OC)c3)cc2OC)cc1,14.1,1.9,-4.1,-0.9,-0.3,-0.9,-7.0,-6.0,-4.5,1.5,-3.3
COc1ccc(C2=C(C)C(N3CCN(C(=O)c4ccco4)CC3)=NS2(=O)=O)cc1,8.1,0.2,1.9,-1.4,0.6,0.1,-1.0,-9.7,-0.7,4.0,10.7
CC1=NN(c2ccccc2)C(=O)/C1=C/C=C/c1ccccc1,6.2,8.6,-1.8,0.4,3.9,1.5,-1.1,-4.4,-6.1,2.3,-8.2
O=C1NCCCCC1NC1CC(=O)N(c2ccccc2)C1=O (stereo unspecified),-8.0,-0.5,-2.6,-0.6,2.2,0.4,16.4,-3.2,4.4,1.9,-15.0
O=C(Nc1ccc(N2CCN(Cc3ccccc3)CC2)cc1)c1cccnc1,-7.3,-2.3,2.0,0.4,3.2,1.2,nt,13.0,-8.0,2.5,2.2
CN(C(=O)c1ccc(NC(=O)Cc2ccc(NC(=O)C3CCCN(C(=O)C4CCCC4)C3)cc2)cc1)C1CC1 (stereo unspecified),0.8,0.4,-0.3,1.6,0.6,-2.3,12.1,2.3,6.5,-3.0,-3.8
CCN1C(=O)C2C(C1=O)N1C(c3ccccc3)C3C(=O)N(CC)C(=O)C3N1C2c1ccccc1 (stereo unspecified),21.5,4.5,6.7,-0.5,3.5,-4.6,-9.2,-2.5,-18.4,2.8,-4.3
CN=C1CC(C)(C)CC(=O)/C1=C(/O)CCC(=O)NC,-18.3,-3.4,-1.5,-0.5,1.1,-1.9,14.7,-4.7,-4.5,-0.1,-14.3
O=C(CCc1nnc(CCc2ccccc2)o1)N1CCCC1c1nccs1 (stereo unspecified),-25.3,1.0,1.2,-0.4,2.8,0.8,-2.4,-0.6,-10.6,2.5,-9.4
CCC(C)NC(=O)CSc1nc2ccsc2c(=O)n1-c1ccc(OC)cc1 (stereo unspecified),-0.4,1.6,0.1,-0.2,0.2,-0.2,-5.1,-6.6,0.7,1.3,7.6
N#Cc1cnc(SCC(=O)Nc2ccccc2C(F)(F)F)nc1N,-32.8,-2.9,5.3,-0.3,1.8,2.3,4.7,2.7,-1.8,3.7,-13.2
Cc1ccc(C)c(S(=O)(=O)N(C)c2ccc(OC(=O)C3CCN(C(=O)Nc4ccccc4)CC3)cc2)c1,-1.2,-4.9,0.3,0.6,2.5,nt,nt,4.9,6.2,nt,-16.7
CCC(=O)N(CCO)Cc1cc2ccc(C)c(C)c2[nH]c1=O,-34.7,-0.8,-1.0,1.4,2.4,1.6,nt,0.5,-1.1,0.9,-1.5

Reprinted at random: 2 entries already listed
Compound,HTR5A inv ctr,DAGLB inh,HTR5A ag ctr,CDK5 inh,phage Ecoli inh,Ecoli viability,SUMO Mot1 rescue,Tat transport,PKA-R1A act,AddAB inh,PKA-R2B activ
CCOC(=O)c1cccc(S(=O)(=O)N(CCO)Cc2cc3cc(OC)c(OC)cc3[nH]c2=O)c1,-2.6,1.7,-2.0,-0.9,4.4,2.8,-14.0,1.6,2.5,2.5,-10.0
O=C1NCCCCC1NC1CC(=O)N(c2ccccc2)C1=O (stereo unspecified),-8.0,-0.5,-2.6,-0.6,2.2,0.4,16.4,-3.2,4.4,1.9,-15.0
